HCV NS3 hel inh: inhibitors of Hepatitis C virus NS3 helicase. 290,000 compounds, 0.56% hits. NS3 helicase DNA unwinding, Cy5 molecular beacon fluorescence. inhibition, % at 10.9 µM;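 active means inhibition above the mean of all tested compounds plus 3 SD, set per campaign, cut at about 35% in these data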;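 further: 0% = DMSO wells and 100% = thioflavine S control wells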
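Test system: hepatitis C virus NS3 helicase domain fragment enzyme. Also added: annealed dual-labelled DNA beacon duplex, ATP-started. Timing: 60 min unwinding reaction at 25 °C after ATP addition. Technique: Cy5 fluorescence. Measure: % inhibition of unwinding.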
IMP-1 inhibitor: inhibitors of Pseudomonas aeruginosa IMP-1 metallo-beta-lactamase; purified IMP-1, nitrocefin hydrolysis, epi-absorbance fluorescence; inhibition, % at 5.6 µM; 290,000 compounds, 0.45% hits; AID 1556;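 active means inhibition above the mean plus 3 SD of all compounds in the same screening run, cut at about 4.5% in these data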;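 further: 0% = IMP-1 with DMSO and 100% = DMSO wells lacking enzyme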
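System: purified recombinant IMP-1 beta-lactamase. Medium: Zinc- and detergent-supplemented HEPES buffer, pH 7.1. Compound: one 5.6 µM dose […]. Schedule: 15 min preincubation plus 25 min reaction at 25 °C. Technique: Epi-absorbance fluorescence, 480 nm excitation, 530 nm emission.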
PfM18AAP inh: PfM18AAP enzyme inhibition. recombinant PfM18AAP, H-Glu-NHMec fluorogenic cleavage. inhibition, % at 7.35 µM. 290,000 compounds, 1.2% hits. AID 1822;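 active means inhibition above the campaign mean inhibition over all tested compounds plus 3 SD, cut at about 28% in these data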;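 further: 0% = plate median of test compound wells and 100% = 2 mM ZnCl2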
DNA FID counter: fluorescent intercalator displacement, NS3 helicase counter-screen; DNA fluorescent intercalator displacement, fluorescence; 290,000 compounds, 0.17% hits; AID 1845; inhibition, % at 7.9 µM; in the data active means inhibition above about 37%;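 further: 0% = vehicle and 100% = reference compound; higher means more ethidium bromide displaced from hairpin DNA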
MEKK2 WT-MEK5: raises or lowers MEK5 binding to wildtype human MEKK2 PB1 domain; Q9Y2U5; bead flow cytometry, Alexa488-MEK5 binding to MEKK2 WT; actives lie on both sides; binding response (% of control), % at 10 µM; 290,000 compounds, 1.1% hits; AID 1531; in the data active means binding response below about 67% or above about 130%
MEKK2 mut-MEK5: signal of MEK5 binding to mutant human MEKK2 PB1 domain. bead flow cytometry, Alexa488-MEK5 binding to MEKK2 mutant. percent response, % at 10 µM. 290,000 compounds, 0.35% hits. AID 1530; in the data active means percent response above about 24%, passing the limit was not always enough; further: inactives centre near 1; some results filed as inactive read as strong as hits; reference of the scale not given here
SUMO HTRF inh: SUMOylation inhibition | AID 2006 | P63279 | HTRF SUMOylation assay, SAE1/SAE2 + UBC9, in vitro | 290,000 compounds, 0.36% hits | inhibition, % at 35 µM; in the data active means inhibition above about 50%, passing the limit was not always enough; further: strong numbers were not always called active
Target sequence (P63279 whole entry, looked up): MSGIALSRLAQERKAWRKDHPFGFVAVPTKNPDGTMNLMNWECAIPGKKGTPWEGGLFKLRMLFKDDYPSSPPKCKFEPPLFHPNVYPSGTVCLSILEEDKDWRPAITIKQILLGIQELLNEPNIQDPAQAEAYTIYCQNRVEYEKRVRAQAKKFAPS
NALP1 yeast inh: blocks the NALP1 inflammasome reconstituted in yeast; S. cerevisiae NALP1/ASC/caspase-1 growth, X-gal OD620, 72 h; inhibition, % at 10 µM; 280,000 compounds, 0.61% hits; AID 2071; in the data active means inhibition mostly above about 24%, no sharp cut-off; inactive means mostly below about 32%; further: some compounds called inactive have numbers as strong as hits
VIM-2 inh: inhibitors of Pseudomonas aeruginosa VIM-2 metallo-beta-lactamase; purified VIM-2, nitrocefin hydrolysis, epi-absorbance fluorescence; inhibition, % at 5.6 µM; 290,000 compounds, 0.89% hits; AID 1527;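 active means inhibition above the mean of all tested compounds plus 3 SD, cutoff set per screening run, cut at about 7.5% in these data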;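 further: red hydrolysis product quenches plate fluorescence so inhibitors raise well fluorescence; 0% = enzyme with DMSO and 100% = DMSO without enzyme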
Active calls of the source: *; . = no result given.

SMILES	HCV NS3 hel inh	IMP-1 inhibitor	PfM18AAP inh	DNA FID counter	MEKK2 WT-MEK5	MEKK2 mut-MEK5	SUMO HTRF inh	NALP1 yeast inh	VIM-2 inh
CCOc1ccc(NCc2cccn2-c2nnc(N3CCC(C(=O)NCCCN4CCCCC4CC)CC3)s2)cc1 (stereo not drawn)	-83	-4.7	-1	40*	133	24*	-1	-4	1.3
Cc1ccnc(NS(=O)(=O)c2cccc3nsnc23)c1	-3	-1.6	3	-1	99	2	31	4	-1.0
Cc1cccc(OCC(=O)N2CCCc3ccccc32)c1	-8	1.0	1	-17	93	-7	2	1	-3.0
O=C(Nc1ncc(Cc2ccc(SC(F)F)cc2)s1)c1ccccc1	4	-5.5	-2	0	.	.	5	7	-5.9
Cc1cc(C(=O)Nc2ccccc2C(=O)O)ccc1NC(=O)COc1cccc([N+](=O)[O-])c1	10	-0.1	-15	-16	87	-14	23	18	-4.4
O=C1CS/C(=C\S(=O)(=O)c2ccc(Cl)cc2)N1	30	1.0	-20	-17	107	10	10	-3	1.4
O=C(CCc1nnc2ccc(N3CCC4(CC3)OCCO4)nn12)NCc1ccc(F)cc1	3	-1.5	2	-28	100	6	14	1	-2.3
CCCCNC(=O)N1CCN(c2ncccn2)CC1	16	-0.2	-7	-5	84	-7	2	13	0.5
COc1cc(NC(=O)CN(c2ccc(C)cc2)S(=O)(=O)c2c(C)nn(C)c2C)cc(OC)c1	-6	-4.8	-5	-37	98	0	-7	7	-2.1
c1nnc(-c2ccc3c(c2)OCO3)o1	-1	-1.7	-2	-1	103	2	2	2	0.0
COc1ccc(/C=C2/N=C(SCC(=O)Nc3cc(C)on3)N(c3ccccc3)C2=O)cc1	16	-0.5	-12	-4	99	-1	7	27	-1.9
Cc1c(NC(=O)C(C)OC(=O)c2ccc(Cl)nc2)c(=O)n(-c2ccccc2)n1C (stereo not drawn)	0	-0.7	-7	-6	105	1	4	11	0.8
Cc1cccc(C)c1-n1nnnc1C1(Nc2ccccc2)CCCCC1	2	-3.6	6	-27	.	.	-5	3	-1.3
CCCCSc1nnc([C@H](C)NC(=O)OC(C)(C)C)o1	2	-2.5	4	-14	99	-2	-1	-20	-3.2
O=C1c2ccccc2C(Nc2ccc(S(=O)(=O)N3CCOCC3)cc2)N1c1cccnc1 (stereo not drawn)	-8	-1.9	-1	-9	104	2	4	-2	1.0
Cc1cc(-c2nc3cccnc3s2)ccc1NS(=O)(=O)c1ccc2c(c1)OCCO2	-12	-2.3	3	-1	114	6	4	27	-3.0
O=S(=O)(c1cccc(Cl)c1Cl)N1CCCCC1	1	-5.6	0	-6	99	-4	-11	14	-4.4
CCC1C(=O)C(CC)C(c2ccccc2)NC1c1ccccc1 (stereo not drawn)	-1	-1.2	0	-15	98	2	6	2	-0.4
CCOc1ccc(OCC)c(N=c2oc3c(C)ncc(CO)c3cc2C(N)=O)c1	4	-1.8	1	1	.	.	13	4	1.8
COC(=O)c1cc2nc(-c3ccccc3)cc(C(F)(F)F)n2n1	-1	-1.6	-6	1	103	7	29	-3	-1.0
CCOC(=O)C1CCCN(CCC(=O)Nc2ccc(C)cc2)C1 (stereo not drawn)	-1	2.5	-1	3	98	-3	0	2	-1.6
O=C(OCn1cncn1)c1ccc(Cl)cc1Cl	-3	-1.4	53*	-3	110	3	15	17	-1.9
CC(C)C[C@H](NC(=O)c1nc[nH]c1C(=O)NC1CCN(C(=O)OC(C)(C)C)CC1)C(=O)OCc1ccccc1	-31	0.3	-10	-47	99	-2	-65	5	-4.9
O=C(Cc1ccc(Cl)cc1)Nc1ccc(-c2nnc(-c3ccco3)o2)cc1	-1	-2.6	-3	-6	111	5	10	-4	0.1
COc1ccc(CC(=O)NNS(=O)(=O)c2ccc3ccccc3c2)cc1OC	-1	-3.9	7	-10	88	-2	20	25	-0.8
Cc1nn(C(C)C(=O)N2CCN(c3ccccn3)CC2)c(=O)c2cc3occc3n12 (stereo not drawn)	-8	-2.5	-13	-14	.	.	14	6	-1.4
CCOC(=S)SCC(=O)N1CCc2ccccc2C1C1C(=O)CCCC1=O (stereo not drawn)	8	-0.2	-3	-7	99	4	-1	-1	-0.6
C/C(=N/NC(=O)C1CC1(c1ccccc1)c1ccccc1)c1cccs1 (stereo not drawn)	5	0.1	-6	-3	96	9	-25	.	-0.9
CC(c1nnc(SCC(=O)N2CCc3ccccc32)n1-c1ccc(Cl)cc1)N(C)C (stereo not drawn)	-3	-2.7	-5	-8	101	-2	11	-10	-3.1
CCCCc1nc2cc(C(=O)NCc3ccccn3)ccc2o1	-4	-2.0	-7	-37	101	-2	2	10	-1.6
Cc1ccc(-n2nc3c(c2NC(=O)c2ccccc2Br)CS(=O)C3)cc1 (stereo not drawn)	-6	-2.0	-8	-6	103	6	-8	-3	-2.1
CCOc1ccccc1CNC(=O)CCN1C(=O)COc2ccccc21	-2	0.7	-5	-9	103	1	6	26	-0.2
COCCn1c(SCC(=O)Nc2ccc(N3CCOCC3)cc2)nc2ccccc21	-4	-2.2	0	-26	117	25	-4	26	-1.4
Cn1nc(C(F)(F)F)c2cc(C(=O)Nc3ccc(F)c(Cl)c3)sc21	1	0.6	5	-1	106	2	-8	.	1.1
COC(=O)c1ccccc1NC(=O)c1ccccc1N(C)S(C)(=O)=O	-4	-4.6	5	-1	97	14	9	5	-3.3
Cc1cccc2sc(NC(=O)C3CCCO3)nc12 (stereo not drawn)	1	-4.4	5	-4	86	-3	-2	4	-2.6
O=C(O)C1CC(=O)N(c2ccc3c(c2)OCCO3)C1 (stereo not drawn)	6	-3.2	11	-3	113	8	-1	30	-2.2
CCC(c1nnnn1Cc1ccco1)N1CCN(c2cc(Cl)ccc2C)CC1 (stereo not drawn)	-11	-4.2	-19	-30	.	.	4	8	-2.9
Cc1ccc(Cl)cc1NC(=S)N(CCN(C)C)C(C)c1ccccn1 (stereo not drawn)	-1	-5.1	1	-2	106	6	0	12	-3.1
C#Cc1ccc([C@H]2C=C(C(=O)N3CCN(Cc4ccc5c(c4)OCO5)CC3)O[C@@H](OCc3ccc(CO)cc3)C2)cc1	-23	-0.4	0	-19	99	0	14	1	-1.2

One compound at a time (already shown):
`CCCCc1nc2cc(C(=O)NCc3ccccn3)ccc2o1` across the screens: HCV NS3 hel inh: -4; IMP-1 inhibitor: -2.0; PfM18AAP inh: -7; DNA FID counter: -37; MEKK2 WT-MEK5: 101; MEKK2 mut-MEK5: -2; SUMO HTRF inh: 2; NALP1 yeast inh: 10; VIM-2 inh: -1.6
`CCOC(=S)SCC(=O)N1CCc2ccccc2C1C1C(=O)CCCC1=O` (stereo not drawn) across the screens: HCV NS3 hel inh: 8; IMP-1 inhibitor: -0.2; PfM18AAP inh: -3; DNA FID counter: -7; MEKK2 WT-MEK5: 99; MEKK2 mut-MEK5: 4; SUMO HTRF inh: -1; NALP1 yeast inh: -1; VIM-2 inh: -0.6

More compounds follow.
SMILES	HCV NS3 hel inh	IMP-1 inhibitor	PfM18AAP inh	DNA FID counter	MEKK2 WT-MEK5	MEKK2 mut-MEK5	SUMO HTRF inh	NALP1 yeast inh	VIM-2 inh
CCCNC(=O)c1nn2c(C(F)(F)F)cc(-c3ccccc3)nc2c1Cl	-2	-1.5	-5	-23	106	14	19	-9	0.1
COc1ccc2nc(C)cc(Nc3ccc(N4CCOCC4)cc3)c2c1	4	-3.7	-6	8	118	14	8	16	4.0
CCS(=O)(=O)Nc1ccc(C(=O)NCCSc2ccccc2)cc1	-6	-2.4	-4	-4	109	10	19	15	-1.7
Cc1ccccc1OCC(O)CN1CCN(CC(O)COc2ccccc2C)C(C)C1 (stereo not drawn)	-62	-0.5	0	20	107	10	3	8	-2.3
CC(=O)N1c2ccc(S(=O)(=O)NCCC(=O)Nc3ccc(C)c(Cl)c3)cc2CC1C (stereo not drawn)	-3	-2.9	3	-27	95	1	2	11	-1.1
O=C1CC(/C=C/c2ccc(Cl)cc2)=Nc2ccccc2N1	-7	-0.6	7	-18	95	-5	14	2	-0.7
Cc1ccc(OCCN2CCN(C(=O)CCC(=O)Nc3nnc(C)s3)CC2)cc1	-5	-1.9	2	-9	106	3	-13	2	0.1
O=C(c1ccc2c(c1)OCO2)N1CCN(c2ccc(F)cc2)CC1	-9	-1.3	-4	-11	96	-2	0	-10	-2.0
Oc1ccc(Br)cc1Cn1nnc2ccccc21	1	-2.4	0	-4	109	15	5	-9	-3.1
O=[N+]([O-])c1nn(-c2ccc(Cl)cc2)n(O)c1=NCc1cccnc1	-1	0.0	-8	-1	96	-2	5	-19	1.0
Cc1cccc(NC(=O)Nc2cc(C)on2)c1	-5	1.5	-4	0	.	.	10	22	-1.4
CN(C)/C=N/c1c(C#N)cnn1-c1nc2ccccc2s1	-1	-2.6	2	-3	106	2	4	-1	-2.5
Cc1ccc2c(c1)C=CC(C)N2C(=O)c1ccccc1 (stereo not drawn)	-2	-2.3	0	-11	102	9	-1	-5	-0.3
COC(=O)c1ccc(C(NC(=O)OCc2ccccc2)/C(C)=C/[C@@H](C)C(=O)NCc2ccc(-c3ccccc3)cc2)cc1 (stereo partly drawn)	7	-1.1	-1	-22	95	3	-2	35	-1.2
COc1cccc(/C=C/C(=O)c2cccc([N+](=O)[O-])c2)c1	-21	-1.4	22	6	88	-9	1	-5	-1.1
COc1cccc(OCc2cc(/C=N/NC(=O)c3ccn[nH]3)ccc2OC)c1	4	-3.4	5	-6	102	6	6	4	-4.9
O=C(Nc1cccnc1)C1CCCN(S(=O)(=O)c2cccc3nsnc23)C1 (stereo not drawn)	1	-1.1	-1	-6	104	5	-4	-21	-2.2
CC(C)(C)CC(C)(C)NC(=S)Nc1ccc(S(=O)(=O)N2CCOCC2)cc1	5	-0.7	3	-20	105	1	-10	22	-6.0
Cc1ccc(S(=O)(=O)N2CCOCC2)cc1NC(=O)COC(=O)C1COc2ccccc2O1 (stereo not drawn)	0	-2.8	-10	-2	109	0	-13	.	-3.6
CCN(CC)CCCn1c(=S)[nH]c2ncccc2c1=O	2	-3.3	-4	-4	97	0	-6	2	-4.2
CSc1ccc(Cl)c(C(=O)NCCOc2cc(C(C)C)ccc2C)c1	-6	-2.0	5	-20	108	7	4	20	-7.0
O=C(Nc1ccc(Oc2cccnc2)cc1)C1CCN(Cc2ccccc2F)CC1	-6	-1.1	5	10	102	0	10	27	-1.8
Cc1cc(=O)[nH]c(SCCOc2cccc(C(F)(F)F)c2)n1	4	-4.4	-2	-10	84	-11	14	8	5.6
CCOC(=O)C(C)On1c(-c2ccccc2)nc2ccc([N+](=O)[O-])cc21 (stereo not drawn)	-7	0.4	5	5	99	0	33	9	-2.6
O=C(COC(=O)CCCN1C(=O)c2cccc3cccc(c23)C1=O)Nc1cccc(Br)c1	-3	-1.8	-14	-3	106	-1	4	9	-1.8
COc1ccc(CN2CCOCC2)c(C)c1C	0	-1.3	-1	2	91	-1	17	8	-1.7
CC(C)Cc1nnc(NC(=O)CCC(=O)NC2CCCc3ccccc32)s1 (stereo not drawn)	-8	-1.4	-5	-6	90	-1	0	-3	-0.8

Source: PubChem
